Source: PubChem BioAssay
PNC inhibitor: blocks assembly of the perinucleolar compartment. PC3M PTB-GFP, PNC prevalence imaging, 16 h; hits give low values. activity change (PNC), negative = inhibition, % at 10 µM. 3.1% of 140,000 active;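 active = readout at or below -70, meaning at least 70% loss of cells showing the perinucleolar compartment, a nuclear body marking cancer cells; inconclusive = readout between -30 and a set limit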;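 also: plate controls were DMSO wells for no effect and camptothecin positive control wells for full effect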
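Compounds are pinned in duplicate onto adhered PC3M cells stably expressing GFP-tagged PTB and incubated 16 h at 37 C. Cells are then fixed, nuclei stained with Hoechst, and PNC-positive cells counted.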
ALOX15B inhib: blocks human 15-lipoxygenase 2 activity; O15296; purified 15hLO-2, xylenol orange hydroperoxide absorbance; Potency, µM (titrated, usually from 57.1 µM), without a hit: at the top dose activity change, negative = inhibition, actives largely listed as inhibitors; 0.56% of 110,000 active; AID 881; also: potency is read from the fitted curve at half-maximal effect; nearly all actives have a fitted effect of over 60% in size; many of its hits are not listed in these tables
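Purified human 15hLO-2 (50 nM final) preincubated with compounds 15 min at room temperature in 25 mM Hepes pH 7.5, 0.01% Triton X-100, then 45 uM arachidonic acid added for 90 min; hydroperoxide detected via ferrous/xylenol orange, 573/405 nm absorbance ratio.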
IMPase inh: cell-permeable inhibitors of inositol monophosphatase (IMPase). P97697. CHO-M1 cells, IP1 accumulation, HTRF TR-FRET ratio. inhibition (IP1 accumulation), % at 46.1 µM. 120,000 tested, under 10 active. AID 901; active = well fitted curve in the direction sought with a large enough effect in the signal ratio, not every such curve was filed as active; inconclusive = small, poorly fitted or top-dose-only effect, or a change in a side signal; inactive = no such curve, though single readings can be large or run the other way; the % refers to the signal ratio;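 also: cells stimulated with carbachol in lithium chloride buffer; plate controls were DMSO basal wells for no effect and reference inhibitor wells for full effect; higher means more IMPase inhibition seen as more IP1 and lower FRET ratio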
Target sequence (P97697 whole entry, looked up): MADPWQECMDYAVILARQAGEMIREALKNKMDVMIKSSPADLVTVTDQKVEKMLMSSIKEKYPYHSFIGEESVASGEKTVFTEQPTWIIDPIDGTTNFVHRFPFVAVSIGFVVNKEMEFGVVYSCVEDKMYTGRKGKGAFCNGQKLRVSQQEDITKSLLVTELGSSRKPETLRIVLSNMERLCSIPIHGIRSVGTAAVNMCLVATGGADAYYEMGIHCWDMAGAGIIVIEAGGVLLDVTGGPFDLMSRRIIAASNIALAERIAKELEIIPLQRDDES
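In this qHTS, compounds (final up to 46 uM) act on CHO-M1 cells that are then activated through the M1 receptor with carbachol, in pH 7.4 buffer containing 50 mM LiCl, for 30 min. IP1 accumulation is quantified by the IP-One immunoassay.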
12-hLO inh: inhibitors of human 12-lipoxygenase (ALOX12) | P18054 | purified 12-hLO, xylenol orange hydroperoxide absorbance | Potency, µM (series often up to 57.1 µM), for the others: at the highest dose activity change, negative = inhibition, actives largely listed as inhibitors | 0.12% of 150,000 active; also: potency is read from the fitted curve at half-maximal effect; nearly all actives have a fitted effect of over 55% in size; many of its hits are not listed in these tables
Target sequence (P18054 whole entry, looked up): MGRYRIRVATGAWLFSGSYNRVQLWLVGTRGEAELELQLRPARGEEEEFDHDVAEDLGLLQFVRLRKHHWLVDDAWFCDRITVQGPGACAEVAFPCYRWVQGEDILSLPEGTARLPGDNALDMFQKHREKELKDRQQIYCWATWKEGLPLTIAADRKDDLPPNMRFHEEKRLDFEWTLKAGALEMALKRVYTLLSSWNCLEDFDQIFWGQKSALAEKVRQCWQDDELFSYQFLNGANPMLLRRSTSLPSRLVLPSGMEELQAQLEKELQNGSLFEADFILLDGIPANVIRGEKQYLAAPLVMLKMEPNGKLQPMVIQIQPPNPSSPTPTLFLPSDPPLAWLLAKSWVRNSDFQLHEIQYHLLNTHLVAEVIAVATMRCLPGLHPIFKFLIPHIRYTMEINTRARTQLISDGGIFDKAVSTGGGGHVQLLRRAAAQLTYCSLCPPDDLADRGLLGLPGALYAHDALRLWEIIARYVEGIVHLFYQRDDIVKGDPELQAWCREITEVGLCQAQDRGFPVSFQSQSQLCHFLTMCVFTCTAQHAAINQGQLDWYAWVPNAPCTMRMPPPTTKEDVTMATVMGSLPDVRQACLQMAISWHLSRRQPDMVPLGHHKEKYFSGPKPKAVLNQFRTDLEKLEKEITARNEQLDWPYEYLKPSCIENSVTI
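Purified human 12hLO (150 nM), preincubated 15 min with compound, then 40 uM arachidonic acid for 30 min, room temperature, Hepes pH 7.0 with 0.01% Triton X-100. Hydroperoxide detected by ferrous iron/xylenol orange; 573/405 nm absorbance ratio gives reaction progress.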
* marks the source's active call; other numbers are inactive results; ? = inconclusive; · = no result given; [ ] = remark or other dose. Unless noted, calls follow the shape of the dose curve; as a rule, active = well fitted curve in the direction sought with a large enough effect; inconclusive = small, poorly fitted or top-dose-only effect, or another doubt; inactive = no such curve, though single readings can be large; an effect the other way counts as inactive or inconclusive. Unless noted, % is scaled to controls: 0 for no effect and ±100 for the full control effect.

IMPase inh	12-hLO inh	ALOX15B inhib	PNC inhibitor	molecule
8	-1%	·	9	CCOC(=O)c1c(C2CC2)csc1NC(=O)COC(=O)c1ccc[n+]([O-])c1
-2	-10%	0%	-6	COc1ccc(Cl)cc1NC(=S)N1CCN(c2ccccn2)CC1
·	3%	·	17	CC1(N2CCCCC2)C(=O)c2ccccc2C1=O
21	-3%	0%	?	O=C(NCC1CCCO1)C1CC(c2ccc(Cl)c(Cl)c2)=NO1 (stereo unspecified)
1	-1%	-3%	?	CC12CN3CC(C)(CN(C1)C3c1ccc(Br)cc1)C2=O (stereo unspecified)
9	-5%	11%	-8	O=C(CCSc1ccc(Cl)cc1)NC12CC3CC(CC(C3)C1)C2
2	-7%	-4%	31	Cc1cccc(NC(=O)CN2C(=O)N/C(=C/c3cc(C)n(C(C)C)c3C)C2=O)c1
-4	9%	4%	36	O=C(NC1CCCCC1)C1CCCN(S(=O)(=O)c2cnc[nH]2)C1 (stereo unspecified)
3	-11%	3%	47	CC(C)CCN1CC(C(=O)NCc2ccccc2)CC1=O (stereo unspecified)
·	1%[11.4 µM]	-5%[11.4 µM]	·	C[N+]1(CCN=C=NC2CCCCC2)CCOCC1

Among those listed so far, 3 contain a Cl atom.
IMPase inh	12-hLO inh	ALOX15B inhib	PNC inhibitor	molecule
-2	-10%	0%	-6	COc1ccc(Cl)cc1NC(=S)N1CCN(c2ccccn2)CC1
21	-3%	0%	?	O=C(NCC1CCCO1)C1CC(c2ccc(Cl)c(Cl)c2)=NO1 (stereo unspecified)
9	-5%	11%	-8	O=C(CCSc1ccc(Cl)cc1)NC12CC3CC(CC(C3)C1)C2

The list continues:
IMPase inh	12-hLO inh	ALOX15B inhib	PNC inhibitor	molecule
·	4%	·	?	CC(C)CC(C(=O)O)N1C(=O)C2C3CC(C2C1=O)C1C(c2ccccc2)c2sc(=O)[nH]c2SC31 (stereo unspecified)
-6	-5%	2%	-4	COc1cc(/C=N/NC(=O)c2cccnc2)ccc1OS(=O)(=O)c1ccc(F)cc1
0	7%	12%	-10	CC1CCN(Cc2ccc(NC(=O)C3CCN(c4nnc(-n5cccc5)s4)CC3)cc2)CC1
4	-4%	19%	-10	Cc1cc(C)nc(-n2nc(C)cc2NC(=O)c2cccc(S(=O)(=O)N3CCCCC3)c2)n1
·	-2%	·	30	COc1cc(/C=C/C(=O)O)cc(S(=O)(=O)NC2CC2)c1OC
-3	-7%	-16%	?	CCOC(=O)c1[nH]c2ccccc2c1NC(=O)NC1CCCCC1
·	-4%	·	55	CCN(CC)S(=O)(=O)c1cc(OCC(N)=O)c(C)cc1Cl
·	-2%	·	-3	COC(=O)c1cc(CNC(=O)c2cccc(Cl)c2Cl)ccc1OC
3	-6%	11%	?	Cc1cccc(OCCCn2c(=O)sc3ccccc32)c1
0	-1%	3%[2.29 µM]	?	Cc1ccc(C2=N/C(=C/N3CCOCC3)C(=O)O2)cc1
4	-1%	0%	?	COc1cc(C(=O)OCC(=O)c2cc(C)n(C)c2C)cc(NC(=O)c2ccco2)c1OC
·	-4%[11.4 µM]	-7%[11.4 µM]	·	c1cc2c(cc1C(N1CCNCC1)N1CCNCC1)OCO2
1	2%	4%	74	CNc1cc(CS(=O)c2ccccc2)nc(-c2ccccc2)n1 (stereo unspecified)
7	3%	-2%	6	O=C(Nc1ccc2c(c1)OCCO2)C1CCN(C(=O)c2ccc(Br)cc2)CC1
2	0%	28%	10	CCOc1ccc(-c2nc(C#N)c(N3CCN(Cc4ccccc4)CC3)o2)cc1
·	-4%	·	8	Cc1cccc(C(=O)Nc2ccccc2C(=O)OCC(=O)Nc2ccc(C#N)cc2)c1
1	-4%	9%	-17	Cc1cc(C)c(C)c(OCC(=O)O/N=C(\N)c2ccccn2)c1
-2	5%	-2%	61	CCOC(=O)c1c[nH]c2c(C)cc(C)cc2c1=O
0	7%	8%	-13	CC(=O)Oc1c(S(=O)(=O)c2ccc(C)cc2)c(C)nn1-c1ccccc1
-6	-1%	23%	-14	Cc1ccc2cc(C#N)c(SCC(=O)NCC3CCCO3)nc2c1C (stereo unspecified)

The closing two records of the part above are carried over, then new ones follow.
IMPase inh	12-hLO inh	ALOX15B inhib	PNC inhibitor	molecule
0	7%	8%	-13	CC(=O)Oc1c(S(=O)(=O)c2ccc(C)cc2)c(C)nn1-c1ccccc1
-6	-1%	23%	-14	Cc1ccc2cc(C#N)c(SCC(=O)NCC3CCCO3)nc2c1C (stereo unspecified)
-17	-2%	-6%	?	O=C(c1cnc2sccn2c1=O)N(Cc1ccccc1)c1ccccn1
-11	-4%	-5%	-12	O=C(CCCN1C(=O)CCC1=O)Nc1ccc2c(c1)OCCO2
-2	-2%	-4%	?	CS(=O)(=O)N(CC(=O)NCc1ccc2c(c1)OCO2)Cc1ccc(Cl)cc1
·	-1%	·	11	CCCCNC(=O)c1cc([N+](=O)[O-])[nH]n1
-9	6%	3%	?	CCSc1nnc(C)n1-c1ccc(C(=O)O)cc1
·	1%	·	?	CCOC(=O)N1CCN(S(=O)(=O)c2ccc(F)c(C(=O)Nc3cccc(Cl)c3C)c2)CC1
?	-3%	-15%	?	O=C(CCC1CCCCC1=O)c1ccccc1 (stereo unspecified)
2	-3%	5%	?	COC(=O)CCN(c1ccccc1)S(=O)(=O)c1ccc(OC)cc1
-2	2%	-3%	?	COc1ccccc1NC(=O)CN1CCN(S(=O)(=O)c2ccc(Br)cc2)CC1
-9	1%	·	-21	Cc1ccc(C)c(NC(=O)COc2cccc3c2CCN(Cc2ccccc2C)C3=O)c1
5	1%	31%[activator]	83	CC1CCCCC1N1CN=C(Nc2nc3ccccc3s2)NC1 (stereo unspecified)
7	-2%	16%	·	CCS(=O)(=O)N1CCC[C@H]2CN3CCc4cc(OC)ccc4[C@@H]3C[C@@H]21
·	0%	·	56	C/C=C(/C)C(=O)O[C@@H]1[C@H](OC(=O)C=C(C)C)c2c(ccc3ccc(=O)oc23)OC1(C)C
13	-3%	4%	-14	CCOC(=O)C1(c2csc(N)n2)COC(=O)C1 (stereo unspecified)
-15	1%	-5%	-9	Cc1nc2ccc(C(=O)O)cc2c2c1CC(C)S2 (stereo unspecified)
7	3%	-24%	?	CNC(=S)NCCc1ccc(OC)c(OC)c1
4	3%	·	40	CC(C)OCCCNC(=O)c1ccc(N(C)S(C)(=O)=O)cc1
4	?	55%[activator]	31	O=C(CC1=NCCNC(c2ccccc2)C1)c1ccccc1O (stereo unspecified)
-3	0%	35%[activator]	-15	Cn1c(-c2ccc3c(c2)OCO3)cnc1N
4	1%	-2%	21	Cn1c(C(=O)NCCCN2CCCC2=O)cc2c(=O)n(C)c3ccccc3c21
·	1%	·	13	COc1cccc(C2=NCCc3cc4c(cc32)OCO4)c1OC
0	2%	1%[2.29 µM]	33	Cc1nn(C)c(C)c1CNC(=O)c1cc2n(n1)C(C(F)(F)F)CC(c1cccs1)N2 (stereo unspecified)
-11	2%	-4%	42	O=C1Nc2ccc(S(=O)(=O)NCc3ccccn3)c3cccc1c23
·	0%	·	-11	COc1cc(/C=N/NC(=O)c2cc3ccccc3cc2O)ccc1OCCN1CCCCC1
-5	-13%	?	?	CCOC(=O)c1sc(=S)n(-c2ccc(C)cc2)c1SC
2	2%	-5%	?	COC(=O)Nc1ccc(S(=O)(=O)N2CCCc3ccccc32)cc1
·	0%	·	31	Cc1ccccc1C(=O)NN1C(=O)CSC1=S
-9	2%	4%	18	O=C(Nc1ccccc1)OCC1CCCN2CCCCC12 (stereo unspecified)
·	-13%	·	-14	Cc1scc(-c2n[nH]c(=S)n2C(C)c2ccccc2)c1C (stereo unspecified)
·	-1%	·	28	COc1ccccc1/C=C\C=N\n1c(-c2ccc(Cl)cc2)n[nH]c1=S
·	-3%	·	?	CC(C)NS(=O)(=O)c1ccc2c(c1)NCC2
·	-1%	·	-23	CCC(C)c1ccccc1OCCn1ccnc1 (stereo unspecified)
-19	-5%	20%	·	O=S(=O)(c1cccc2c(I)cccc12)N1CCCNCC1
-5	0%	·	28	CCOC(=O)C1CCN(C(=O)Nc2ccc3nccnc3c2)CC1
0	-6%	8%	?	Cc1ccccc1Nc1nc(N)nc(CSc2nnc(-c3ccccc3)n2C)n1
2	6%	4%	?	O=C(CCCC(=O)N(CC(=O)NC1CCCC1)Cc1ccc2c(c1)OCO2)Nc1ccccn1
0	4%	10%	-18	COc1cccc(C2CC(c3ccc(C)cc3)n3ncnc3N2)c1 (stereo unspecified)
?	-2%	-4%	?	Cc1cc(C)cc(C(=O)NCCn2cc(SCC(=O)N3CCOCC3)c3ccccc32)c1
·	-1%	-14%	·	O=Cc1ccc(CO)o1
4	2%	0%	-3	[O-][n+]1c2c(nn1-c1ccccc1Cl)-c1nonc1CC2
-7	3%	13%[2.29 µM]	-10	NC(=O)c1ccc(-n2nnnc2SCC(=O)Nc2ccc(N3CCOCC3)c(Cl)c2)cc1
12	-1%	·	-5	Cc1c(O)cc2n(c1=O)-c1ccc(Cl)cc1C2(C)C
-1	-8%	-30%	?	CCn1c(N)c(C(=O)NCCCOC)sc1=S
2	2%	0%	?	C=CCn1c(C)cc(C(=O)CSc2ccc(NC(C)=O)cc2)c1C
-2	-5%	-1%	25	CCCc1[nH]nc2c1C1(C(=O)N(CC)c3ccccc31)C(C#N)=C(N)O2 (stereo unspecified)
5	-2%	-5%	?	CCc1ccccc1NS(=O)(=O)c1ccc(SC)cc1
1	-11%	-4%	?	S=C1CCSc2ccc(Cl)cc2N1
-1[1.84 µM]	-1%	-5%[11.4 µM]	13	CNC(=S)N1C2CCC1CC(NC(=O)NC13CC4CC(CC(C4)C1)C3)C2 (stereo unspecified)
·	-1%[11.4 µM]	-10%[11.4 µM]	·	C[C@@H]1CCCC(CC(=O)O)(CC(=O)O)C1
11	-3%	-6%	?	O=C(COc1ccc(S(=O)(=O)N2CCCC2)cc1)NCCC1=CCCCC1

Later entries
IMPase inh	12-hLO inh	ALOX15B inhib	PNC inhibitor	molecule
-19	6%	·	-15	O=c1[nH]c(SCc2ccccc2)nnc1-c1ccccc1
-1	-4%	·	33	COc1ccc(-c2ccc(-c3noc(-c4ccco4)n3)c(OC)n2)cc1
7	-15%	15%	15	COc1ccc(C2C3=C(CC(C)(C)CC3=O)Oc3ncn(Cc4ccco4)c(=N)c32)cc1 (stereo unspecified)
?	4%[11.4 µM]	-3%[11.4 µM]	54	CC(=O)Nc1ccc(S(=O)(=O)N=S(C)C)cc1
3	4%	·	-21	CCOc1ccc(NC(=O)Cc2cccc3ccccc23)c([N+](=O)[O-])c1
0	-8%	-17%	?	CC(C)(C)n1nc2c(c1NC(=O)c1ccc(S(=O)(=O)N3CCCC3)cc1)CSC2
8	-1%	·	30	CC1(C)Cc2c(sc3nc(N/N=C/c4ccccc4)[nH]c(=O)c23)CO1
1	-7%	2%	-12	O=C(CNC(=O)c1ccc(Cl)cc1)OCC(=O)c1ccc2c(c1)OCCO2
·	-1%	·	22	O=C(CNS(=O)(=O)c1ccc(Br)s1)NC1CCCc2ccccc21 (stereo unspecified)

Only IMPase inh, PNC inhibitor and ALOX15B inhib (six entries from above):
Compound	IMPase inh	PNC inhibitor	ALOX15B inhib
O=C(CNC(=O)c1ccc(Cl)cc1)OCC(=O)c1ccc2c(c1)OCCO2	1	-12	2%
CC1(C)Cc2c(sc3nc(N/N=C/c4ccccc4)[nH]c(=O)c23)CO1	8	30	·
COc1ccc(-c2ccc(-c3noc(-c4ccco4)n3)c(OC)n2)cc1	-1	33	·
O=C(CNS(=O)(=O)c1ccc(Br)s1)NC1CCCc2ccccc21 (stereo unspecified)	·	22	·
CCOc1ccc(NC(=O)Cc2cccc3ccccc23)c([N+](=O)[O-])c1	3	-21	·
CC(=O)Nc1ccc(S(=O)(=O)N=S(C)C)cc1	?	54	-3%[11.4 µM]

Some of the compounds tested; rates above refer to the full screens.
